# IL-2 act: activates IL-2 in a cell-based reporter assay | AID 652025 | IL-2 activation reporter assay, cell-based qHTS; stimulated with anti-CD3/CD4/CD28 beads; in transgenic mouse T cells | activation, % (series mostly up to about 46 µM) | hit rate 0.065% among 360,000; in the data active means activation above about 50%; inconclusive means mostly about 30% to 49%; further: 0% is about no effect
#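 Screening format: compound pinned onto unstimulated transgenic mouse T cells, 60 min incubation, then anti-CD3/anti-CD4/anti-CD28 bead stimulation for 18 hours at 37 degrees C, followed by EGFP and DsRed detection.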
# PLK1 PBD inh: blocks phosphopeptide binding to human PLK1 polo-box domain | Plk1 PBD binding of FITC phosphopeptide, fluorescence polarization | P53350 | hit rate 2.8% among 360,000 | Potency, µM, inactives show max response, negative = inhibition, actives largely listed as inhibitors | AID 720504; further: potency means the concentration at half of the fitted maximal effect; series mostly up to about 57 µM; on the % scale 0 is the no-effect control and ±100 the full control effect; nearly all actives have a fitted effect of over 65% in size
# Target sequence (P53350 whole entry, looked up, the tested form may be a part): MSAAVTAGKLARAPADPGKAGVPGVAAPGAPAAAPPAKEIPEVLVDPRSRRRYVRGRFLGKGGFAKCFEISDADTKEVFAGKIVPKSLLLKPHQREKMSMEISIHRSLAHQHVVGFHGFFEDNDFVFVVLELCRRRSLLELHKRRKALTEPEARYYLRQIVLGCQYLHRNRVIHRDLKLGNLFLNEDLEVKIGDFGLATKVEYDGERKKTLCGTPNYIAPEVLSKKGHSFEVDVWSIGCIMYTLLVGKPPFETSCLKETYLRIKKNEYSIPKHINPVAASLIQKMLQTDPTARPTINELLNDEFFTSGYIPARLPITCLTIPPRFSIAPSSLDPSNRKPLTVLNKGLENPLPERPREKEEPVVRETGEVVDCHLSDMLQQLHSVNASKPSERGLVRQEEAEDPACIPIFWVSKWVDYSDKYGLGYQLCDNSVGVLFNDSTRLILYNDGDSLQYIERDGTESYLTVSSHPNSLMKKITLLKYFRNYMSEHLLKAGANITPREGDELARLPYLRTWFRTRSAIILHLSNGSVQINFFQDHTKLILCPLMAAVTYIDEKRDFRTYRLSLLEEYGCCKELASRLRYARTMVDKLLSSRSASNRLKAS
# EPAC2 agonist: EPAC2 (human) agonism | EPAC2 activation, biochemical qHTS; response scale: 100% = 6.5 mM cAMP response | Q8WZA2 | AID 720711 | Potency, µM (highest dose often 154 µM), for the others: top-dose activation, most hits filed as activators | hit rate 0.079% among 360,000; further: potency means the concentration at half of the fitted maximal effect; nearly all actives have a fitted effect of over 50% in size
#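 In this primary screen, activation is scored as increased exchange of BODIPY-GDP from Rap1B by 100 nM EPAC2, with 50 uM GDP as competitor. Signal is normalized to the 6.5 mM cAMP agonist control.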
# WRN inhibitor: blocks human WRN helicase | WRN helicase unwinding, fluorescent forked duplex, kinetic | Potency, µM (series often up to 114 µM), without a hit: top-dose activity change, negative = inhibition, most hits filed as inhibitors | hit rate 0.46% among 360,000; further: potency means the concentration at half of the fitted maximal effect; on the % scale 0 is the no-effect control and ±100 the full control effect; nearly all actives have a fitted effect of over 55% in size
#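 Kinetic fluorescence helicase assay: unwinding of a quenched forked DNA duplex (100 nM final) with 2 mM ATP final raises red fluorescence (525/598 nm). Compounds sat 15 min at room temperature with 20 nM WRN beforehand.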
# CCT chaperon mod: cytosolic chaperonin activity modulation; hit rate 0.3% among 360,000; AID 651819; activity change, % (concentration not given with the values), hits read low; purified chaperonin ATPase assay, HTRF ADP detection, 30 min; in the data active means activity change below about -30%; further: on the % scale 0 is the no-effect control and ±100 the full control effect
#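 TRiC at 40 or 20 nM final (batch-dependent) in 30 mM Tris pH 7.4, 100 mM KCl, 5 mM MgCl2, 1 mM DTT, with compound at single 76 uM and 10 uM ATP, 30 min at 37 deg C. ADP detected by HTRF Transcreener, 665/615 ratio.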
# EPAC1 antag: antagonists of human EPAC1; O95398; EPAC1 GEF assay, Rap1b-BODIPY-GDP exchange fluorescence; Potency, µM (titrated, usually from 115 µM), without a hit: top-dose activity change, negative = inhibition, usual class: inhibitors; hit rate 0.14% among 360,000; AID 720709;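 further: potency means the concentration at half of the fitted maximal effect; plate controls were vehicle for no effect and positive control for full effect; nearly all actives have a fitted effect of over 50% in size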
# PI5P4K alpha inh: PI5P4K alpha (human) kinase inhibition; P48426; PI5P4Kalpha enzyme, ADP-Glo luminescence, 60 min; hits give low values; max response, %; hit rate 1.2% among 330,000; active means max response of -50% or lower; inconclusive means between -30% and -50%; inactive means -30% or higher; further: value at the top dose of about 77 µM; on the % scale 0 is the no-effect control and ±100 the full control effect
# Target sequence (P48426 whole entry, looked up): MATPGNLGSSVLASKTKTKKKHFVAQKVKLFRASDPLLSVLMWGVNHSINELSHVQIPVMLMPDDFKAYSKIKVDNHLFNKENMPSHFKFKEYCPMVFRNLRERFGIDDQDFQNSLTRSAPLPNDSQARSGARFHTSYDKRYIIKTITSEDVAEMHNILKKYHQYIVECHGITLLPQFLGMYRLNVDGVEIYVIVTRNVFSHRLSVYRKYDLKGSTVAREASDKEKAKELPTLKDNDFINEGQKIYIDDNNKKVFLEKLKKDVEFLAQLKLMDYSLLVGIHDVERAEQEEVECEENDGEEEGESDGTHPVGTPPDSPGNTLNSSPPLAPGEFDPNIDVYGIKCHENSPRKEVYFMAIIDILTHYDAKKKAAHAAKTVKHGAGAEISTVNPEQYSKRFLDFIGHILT
#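 Luminescence from ADP-Glo served as readout of PI5P4Kalpha activity in a qHTS format. Reaction: enzyme, substrate, compound, ATP at 5 microM final, 60 min at RT.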
# EPAC1 ag: EPAC1 (human) agonism | EPAC1 agonist qHTS, biochemical assay; response scale: 100% = response to 6.5 mM cAMP | AID 720707 | hit rate 0.073% among 360,000 | Potency, µM (titrated, usually from 154 µM), without a hit: top-dose activation, most hits filed as activators; further: potency means the concentration at half of the fitted maximal effect; nearly all actives have a fitted effect of over 60% in size
#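 Nucleotide exchange assay: 100 nM EPAC1 with 250 nM Rap1B loaded with BODIPY-GDP and 50 uM GDP, room temperature. Fluorescence (480/540 nm) read every 5 min for 30 min; signal change normalized to 6.5 mM cAMP as full agonist.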
# The depositor's hits bear a star; ? = inconclusive; · = not tested or not shown; [ ] = another dose, or the depositor's remark. Unless noted, the call rests on the fitted dose curve; in most records, active means well fitted curve in the direction sought with a large enough effect; inconclusive means small, poorly fitted or top-dose-only effect, or another doubt; inactive means no such curve, though single readings can be large; an effect the other way counts as inactive or inconclusive.
1	COc1cc(OC)cc(C(=O)N[C@H](C(=O)OCC(=O)c2c[nH]c3ccccc23)C(C)C)c1
2	O=C(O)CCC(=O)Nc1nc(-c2ccccc2)cs1
3	Cc1c(C(=O)Nc2cccc(S(=O)(=O)N3CCOCC3)c2)oc2ccccc12
4	COc1cc(CNc2ncnc3c2ncn3[C@H]2CN(Cc3ccncc3)C[C@@H](CO)O2)cc(OC)c1OC
5	O=S(=O)(Cc1ccccc1)N1CCN(Cc2ccccc2)CC1
6	NNC(=S)Nc1c(Br)cc(F)cc1Br
7	CC/C(=N/NC(=O)c1ccccc1O)c1c(C)[nH]n(-c2ccccc2)c1=O
8	O=C(Cn1[nH]c(=O)c2ccccc2c1=O)NCCN1C(=O)S/C(=C\c2ccccc2)C1=O
9	Nc1cc(=O)[nH]c(SCc2cccc(Cl)c2)n1
10	O=C(Nc1cccc(S(=O)(=O)N2CCCC2)c1)c1cc(S(=O)(=O)N2CCOCC2)ccc1F
Screen / compound no.,1,2,3,4,5,6,7,8,9,10
IL-2 act,-0.8,1.7,0.1,-0.1,-2.3,0.1,-2.3,-0.1,-0.5,0.9
PLK1 PBD inh,6%,-2%,4%,-10%,-6%,-13%,-13%,-25%,-9%,0%
EPAC2 agonist,-8%,-3%,6%,6%,5%,6%,0%,6%,0%,4%
WRN inhibitor,-2%,4%,-22%,1%,-4%,2%,-22%,-4%,0%,-9%
CCT chaperon mod,1.5,-1.4,-1.9,0.9,-3.5,-1.4,1.1,-1.1,-1.9,1.2
EPAC1 antag,-8%,8%,-7%,3%,15%,-10%,2%,8%,3%,-1%
PI5P4K alpha inh,-1,-1,-4,2,·,-2,-16,-29,1,4
EPAC1 ag,-5%,3%,3%,-2%,-4%,14%,6%,2%,-5%,-2%

# Reformatted with tabs: four of the compounds above.
entry	smiles	IL-2 act	PLK1 PBD inh	EPAC2 agonist	WRN inhibitor	CCT chaperon mod	EPAC1 antag	PI5P4K alpha inh	EPAC1 ag
3	Cc1c(C(=O)Nc2cccc(S(=O)(=O)N3CCOCC3)c2)oc2ccccc12	0.1	4%	6%	-22%	-1.9	-7%	-4	3%
4	COc1cc(CNc2ncnc3c2ncn3[C@H]2CN(Cc3ccncc3)C[C@@H](CO)O2)cc(OC)c1OC	-0.1	-10%	6%	1%	0.9	3%	2	-2%
5	O=S(=O)(Cc1ccccc1)N1CCN(Cc2ccccc2)CC1	-2.3	-6%	5%	-4%	-3.5	15%	·	-4%
6	NNC(=S)Nc1c(Br)cc(F)cc1Br	0.1	-13%	6%	2%	-1.4	-10%	-2	14%

# (continued)
11	O=C(Nc1nnc(-c2ccco2)o1)C1CC1
12	CC[C@@H]1C(c2ccc(F)cc2)=NN(c2ccccc2)[C@H]1C(=O)N1CCOC1=O
13	Cc1ccccc1C(=O)Nc1ccc2c(c1)OCO2
14	Cc1cccc(NC(=O)Nc2cnccn2)c1C
15	COCCCNC(=O)CC1C[C@H](C(=O)N2CCCCC2)[C@@]2(C)c3[nH]c4ccc(OC)cc4c3CCN2C1=O (stereo partly drawn)
16	CN(C)S(=O)(=O)N1CCC(Oc2ccc(C(=O)NC3CCCCC3)cc2)CC1
17	CSCCC(NS(=O)(=O)c1ccc(C)cc1)C(=O)NNC(=O)c1csc(N2CCOCC2)n1 (stereo not drawn)
18	COc1ccc(N(C(=O)Cn2cnc3ccccc32)C(C(=O)NC2CCCCC2)c2ccccc2)cc1 (stereo not drawn)
19	N#CCCC(CCC#N)(CCC#N)c1cc[n+](CCc2ccccn2)cc1
20	CC(=O)Nc1ccc2c(c1)C(=Nc1ccc(C)cc1)c1ccccc1-2
Screen / compound no.,11,12,13,14,15,16,17,18,19,20
IL-2 act,-1.0,-0.5,-0.2,-0.5,-0.4,-2.9,6.5,-1.0,-3.2,-0.5
PLK1 PBD inh,-12%,1%,-6%,-7%,-1%,-13%,-10%,0%,-9%,1%
EPAC2 agonist,24%,2%,?,1%,3%,5%,12%,-8%,5%,4%
WRN inhibitor,-13%,0%,1%,0%,-5%,1%,0%,-10%,-2%,-13%
CCT chaperon mod,-5.3,-1.7,0.1,-2.3,1.7,-1.3,1.3,2.9,-1.1,-1.7
EPAC1 antag,-6%,?,8%,14%,-3%,-21%,-3%,-7%,-8%,-2%
PI5P4K alpha inh,4,3,-11,-1,-2,5,-2,·,3,-4
EPAC1 ag,3%,-8%,2%,-4%,-6%,3%,11%,9%,-13%,1%

21	O=C(Nc1ccc(Cl)cc1)N1CC=CCC1
22	Nc1ccn([C@@H]2O[C@H](CNC(=O)[C@H]3CCC(=O)N3)[C@@H](O)[C@H]2O)c(=O)n1
23	O=C(O)c1nc2nc(Cl)c(Cl)nc2[nH]1
24	CCOC(=O)c1cc(CC)sc1NC(=O)CN1C(=O)C(=O)N(CC(C)C)C1=O
25	CCN(CC)CC#CCC(O)(c1ccccc1)C1CCCCC1 (stereo not drawn)
26	C/C(=N\NC(=O)c1ccoc1C)c1ccc(Br)s1
27	Cc1cccc(C(=O)N/N=C/c2ccc3c(c2)OCO3)n1
28	[O-]C1=N/[N+](=C/c2ccccc2)CC1
29	CCC(=O)Nc1cc(-c2nc3ncccc3o2)ccc1Cl
30	O=C(Nc1cccc(F)c1)C1CCCN1S(=O)(=O)c1cccc2cccnc12 (stereo not drawn)
Screen / compound no.,21,22,23,24,25,26,27,28,29,30
IL-2 act,0.0,-2.0,0.5,-0.1,-0.8,2.3,-2.1,-0.4,-1.7,-0.7
PLK1 PBD inh,1%,-6%,-2%,-9%,-1%,4%,-5%,-10%,0%,-7%
EPAC2 agonist,4%,22%,0%,-3%,13%,-3%,-9%,10%,0%,2%
WRN inhibitor,-5%,-5%,2%,-26%,5%,12%,-2%,-4%,4%,2%
CCT chaperon mod,-0.9,-2.0,-0.2,-4.1,-3.2,-0.9,-1.8,0.6,1.6,-2.5
EPAC1 antag,-9%,5%,13%,-4%,-12%,-9%,9%,9%,-3%,-1%
PI5P4K alpha inh,-4,0,0,10,14,-1,-3,-6,3,2
EPAC1 ag,-6%,-20%,-18%,2%,-3%,-10%,-5%,6%,1%,-11%

31	CC(C)(C)CC(=O)NC(=S)NCc1ccccc1
32	Cc1ccc(S(=O)(=O)N(C)c2ccc3sc(C)nc3c2)cc1
33	CCNC(=O)c1cc(S(=O)(=O)N2CCSCC2)ccc1OC
34	C=CCn1c(SCc2nnc(-c3ccccc3)o2)nnc1C(O)c1ccccc1 (stereo not drawn)
35	CCC(C)(C)n1nnnc1C(c1ccncc1)N1CCC(Cc2ccccc2)CC1 (stereo not drawn)
36	COc1ccc(NC(=O)C(C)N2C(=O)c3ccccc3S2(=O)=O)c(OC)c1 (stereo not drawn)
37	CCc1cc(C(=O)Nc2cc(S(=O)(=O)N3CCCCC3)ccc2N2CCN(C)CC2)sc1C
38	Cc1cccc(C)c1-n1nnnc1C(c1ccnc2ccccc12)N1CCN(CC(=O)NC(C)C)CC1 (stereo not drawn)
39	CCOc1ccc(/C=C/C2=NNC(=O)CC2)cc1
40	COc1ccc(N2CC(C(=O)NC3CCCCC3)CC2=O)cc1 (stereo not drawn)
Screen / compound no.,31,32,33,34,35,36,37,38,39,40
IL-2 act,0.0,-0.2,-3.0,0.1,0.8,-1.7,-5.7,-0.7,0.6,0.6
PLK1 PBD inh,2%,-6%,0%,-7%,-6%,-8%,-12%,-3%,-6%,-11%
EPAC2 agonist,-6%,13%,0%,0%,12%,15%,-15%,8%,-2%,5%
WRN inhibitor,-7%,1%,1%,9%,-5%,10%,-11%,-4%,-23%[57.1 µM],5%
CCT chaperon mod,-0.1,0.5,1.0,0.6,1.0,-1.3,-9.5,-0.7,1.9,-0.1
EPAC1 antag,-9%,3%,7%,0%,-8%,-22%,-14%,0%,1%,1%
PI5P4K alpha inh,1,6,-1,·,-5,1,16,1,-3,0
EPAC1 ag,-8%,11%,4%,12%,11%,2%,-1%,-18%,-1%,4%

# The final 3 entries of the section above open the next one.
38	Cc1cccc(C)c1-n1nnnc1C(c1ccnc2ccccc12)N1CCN(CC(=O)NC(C)C)CC1 (stereo not drawn)
39	CCOc1ccc(/C=C/C2=NNC(=O)CC2)cc1
40	COc1ccc(N2CC(C(=O)NC3CCCCC3)CC2=O)cc1 (stereo not drawn)
41	Cc1cc(OCCN2CCCCCC2)ccc1[N+](=O)[O-]
42	Cc1ccc(-c2nnc(SCC(=O)NCCN3C(=O)CSC3=O)n2C)cc1
43	CCOCC(=O)Nc1nc2c(s1)C(=O)CC(C)(C)C2
44	COc1ccc(C=C2CCC3C(=O)CCCC3(C)C2=O)cc1 (stereo not drawn)
45	COc1c(C(=O)NC(=S)Nc2nnn(C)n2)cc2ccccc2c1Br
46	CCN(C[C@H]1N[C@@](CC)(C(=O)OC)[C@H]2C(=O)N(Cc3ccccc3)C(=O)[C@@H]12)S(=O)(=O)c1ccc(C)cc1
47	CCN1C(=O)[C@@H]2[C@@H]3CN(S(=O)(=O)c4ccc(C)cc4)[C@@H](c4cccc5ccccc45)[C@@H]3C(=O)C[C@@H]2C1=O
48	CC[C@]12c3[nH]c4ccc(OC)cc4c3CCN1C(=O)C(CC(=O)NC(C)(C)C)C[C@@H]2C(=O)N1CCN(C(=O)c2ccco2)CC1 (stereo partly drawn)
49	COc1cccc(Cn2c(Oc3cccc(C)c3)nc3c2c(=O)n(C)c(=O)n3C)c1
Screen / compound no.,38,39,40,41,42,43,44,45,46,47,48,49
IL-2 act,-0.7,0.6,0.6,-4.3,-0.8,-3.2,-2.3,-2.1,-0.4,-0.6,0.2,2.9
PLK1 PBD inh,-3%,-6%,-11%,-11%,1%,-6%,-14%,-24%,-2%,-3%,-13%,-2%
EPAC2 agonist,8%,-2%,5%,9%,4%,5%,16%,7%,5%,1%,6%,1%
WRN inhibitor,-4%,-23%[57.1 µM],5%,1%,-1%,8%,-4%,-30%,-3%,5%,-2%,-18%[57.1 µM]
CCT chaperon mod,-0.7,1.9,-0.1,-2.2,-2.4,-1.7,-0.5,-2.3,1.3,-1.1,0.6,-5.3
EPAC1 antag,0%,1%,1%,4%,0%,-11%,-4%,-18%,-9%,12%,5%,3%
PI5P4K alpha inh,1,-3,0,-1,3,10,3,3,1,-2,4,1
EPAC1 ag,-18%,-1%,4%,14%,9%,1%,1%,5%,-12%,-14%,11%,11%

# Some of the compounds tested (hit frequency here may not be typical).
